Compound activity (PubChem)
PTHR1 ag: PTHR1 (human) receptor agonism; HEK293 GP2 PTHR1 cells, GloSensor cAMP luminescence, 1 h; Potency, µM (doses to about 115 µM), for inactives: at the highest dose activation, hits mostly activators; Q03431; actives 0.075% (n = 410,000); also: potency is read from the fitted curve at half-maximal effect; nearly all actives have a fitted effect of over 55% in size; some results filed as inactive show a strong effect at the top dose; inactives centre near -15; many of its hits are not listed in these tables
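HEK-293-derived GP2 cells expressing PTHR1 and a GloSensor cAMP reporter, 3,000/well, plated overnight, given luciferin plus IBMX (each 0.5 mM as added) for 1 h at 37 °C, then compound for 1 h at 37 °C. Luminescence was read after 15 min at room temperature.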
aSyn rescue: rescues yeast growth from alpha-synuclein toxicity | Yeast expressing alpha-synuclein, growth rescue, BacTiter-Glo, 24 h | Potency, µM (series often up to 46.1 µM), for inactives: top-dose growth rescue (activation), actives largely listed as activators | actives 0.14% (n = 370,000) | AID 652106; also: potency is read from the fitted curve at half-maximal effect; % of control where 0% means no effect; nearly all actives have a fitted effect of over 65% in size
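Galactose-induced alpha-syn yeast (OD600=0.02, raffinose-pregrown) + pinned cpd, 24 hr, 30 deg C; growth by BacTiter-Glo luminescence. Growth restoration scores as activation.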
GLP-1R inv ag: inverse agonists of human GLP-1 receptor; Potency, µM (highest dose often 38.3 µM), without a hit: top-dose activity change, negative = inhibition, most hits filed as inhibitors; HEK293 GLP-1R CRE-luciferase, luminescence, 24 h; GLP-1R form is constitutively active; AID 624417; P43220; actives 1.6% (n = 410,000); also: potency is read from the fitted curve at half-maximal effect; % is scaled to controls: 0 for no effect and ±100 for the full control effect; nearly all actives have a fitted effect of over 55% in size
Target sequence (P43220 whole entry, looked up): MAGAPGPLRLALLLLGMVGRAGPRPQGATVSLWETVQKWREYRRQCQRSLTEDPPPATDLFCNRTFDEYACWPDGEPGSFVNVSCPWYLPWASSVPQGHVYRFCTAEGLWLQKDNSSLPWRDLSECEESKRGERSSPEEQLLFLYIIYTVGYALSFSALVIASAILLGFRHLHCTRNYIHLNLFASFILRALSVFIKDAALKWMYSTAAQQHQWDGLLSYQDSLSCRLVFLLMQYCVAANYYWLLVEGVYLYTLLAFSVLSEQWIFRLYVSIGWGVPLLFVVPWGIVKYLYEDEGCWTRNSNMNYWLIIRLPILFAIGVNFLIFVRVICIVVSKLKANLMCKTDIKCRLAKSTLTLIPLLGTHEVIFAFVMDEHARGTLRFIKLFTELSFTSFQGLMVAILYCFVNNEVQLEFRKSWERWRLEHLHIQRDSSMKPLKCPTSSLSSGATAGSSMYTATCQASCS
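Constitutively active GLP-1R drives a cAMP-responsive luciferase in stably transfected HEK293 cells; test compounds are added after overnight (12 h) attachment and left 24 hr, and signal loss in luminescence marks inhibition.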
D3 antag: blocks the human D3 dopamine receptor; P35462; D3R cells, DiscoveRx beta-arrestin luminescence, antagonist mode; hits give low values; max response, negative = inhibition, %; actives 2.5% (n = 360,000); AID 652054; in the data active = max response below about -50%; inconclusive = no clear call, values can overlap the other calls; also: % is scaled to controls: 0 for no effect and ±100 for the full control effect; mostly tested at two doses, the higher about 12 µM
Target sequence (P35462 whole entry, looked up): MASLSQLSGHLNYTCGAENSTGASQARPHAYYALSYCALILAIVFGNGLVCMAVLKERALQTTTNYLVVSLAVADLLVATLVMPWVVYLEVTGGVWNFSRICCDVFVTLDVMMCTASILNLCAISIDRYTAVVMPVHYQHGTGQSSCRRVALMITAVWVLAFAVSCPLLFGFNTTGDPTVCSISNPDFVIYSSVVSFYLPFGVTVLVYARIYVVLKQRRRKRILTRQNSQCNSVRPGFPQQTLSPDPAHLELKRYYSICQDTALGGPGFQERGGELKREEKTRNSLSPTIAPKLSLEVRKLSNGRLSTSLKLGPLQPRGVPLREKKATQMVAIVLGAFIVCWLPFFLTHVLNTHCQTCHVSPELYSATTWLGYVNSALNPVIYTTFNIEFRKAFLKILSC
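Cells expressing the human receptor were seeded at 1500 cells/well, incubated overnight at 37 degrees C in 5% CO2, then exposed to library compounds with dopamine controls for 90 minutes at 37 degrees C before luminescent detection.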
TDP43 rescue: inhibitors of TDP-43 toxicity in yeast; AID 652104; actives 1.8% (n = 410,000); Potency, µM (titrated, usually from 46.1 µM), for the others: at the highest dose growth rescue (activation), actives largely listed as activators; TDP-43 expressing yeast growth rescue, BacTiter-Glo, 24 h; also: potency is read from the fitted curve at half-maximal effect; % of control where 0% means no effect; nearly all actives have a fitted effect of over 50% in size
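Cell-based yeast growth screen: TDP-43 expression induced in galactose, inoculum OD600=0.02 after raffinose pregrowth to mid-log. Read-out BacTiter-Glo luminescence at 24 hr, 30 deg C; inhibition of toxicity seen as signal increase.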
pAkt inh: Akt phosphorylation inhibition; Neuro2A IGF-stimulated pAkt S473 HTRF, 20 min; hits give low values; actives 0.32% (n = 360,000); activity change, % for hits at 50 µM; AID 651550; in the data active = activity change below about -80%; inconclusive = mostly about -51% to -80%; also: % is scaled to controls: 0 for no effect and ±100 for the full control effect
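Neuro2A cells (4,500/well, DMEM with 0.5% FBS) were treated with compound at a single 50 µM final concentration, stimulated with 6 nM IGF for 20 min at 37 °C, and lysed. Phospho-Akt Ser473 was read by HTRF as 665/615 ratio ×10^4.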
FUS yeast rescue: rescues growth of FUS-expressing yeast; S. cerevisiae FUS-expressing, growth rescue, OD600, 24 h; Potency, µM (series often up to 76.6 µM), for the others: at the highest dose growth rescue (activation), actives largely listed as activators; actives 0.24% (n = 390,000);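 also: potency is read from the fitted curve at half-maximal effect; plate controls were DMSO vehicle for no effect and reference control for full effect; nearly all actives have a fitted effect of over 55% in size; some results filed as inactive show a strong effect at the top dose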
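S. cerevisiae expressing FUS from galactose induction served as the toxicity model. Growth after 24hr at 30C, read as absorbance at 600 nm, indicates suppression of toxicity; compounds dosed at several concentrations.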
GLP-1R agonist: activates the human GLP-1 receptor; P43220; HEK293 GLP-1R CRE-luciferase, luminescence, 4-6 h; cells express a hypersensitive GLP-1R form; Potency, µM (titrated, usually from 45.6 µM), inactives show at the top dose activation, most hits filed as activators; actives 0.007% (n = 380,000); AID 624172; also: potency is read from the fitted curve at half-maximal effect; % of control where 0% means no effect
Abeta rescue: A-beta toxicity reversal in yeast | actives 0.063% (n = 410,000) | Potency, µM (highest dose often 46.1 µM), for the others: at the top dose growth rescue, hits mostly activators | yeast expressing A-beta42, growth rescue, OD600, 48 h; response scale: 0% DMSO, 100% iron-clioquinol control; also: potency is read from the fitted curve at half-maximal effect; nearly all actives have a fitted effect of over 55% in size
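Yeast growth medium received pinned compounds, then yeast cells expressing toxic A-beta were added; plates incubated at 30 C for 48 hr. Growth read as absorbance at 600 nm, normalized to DMSO and equimolar FeCl3 plus clioquinol controls.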
* hit, by the source's call; i = inactive; u = inconclusive; x = not tested or not shown; & = joins results of further samples; [ ] = dose if it differs, or a comment. Unless noted, calls follow the shape of the dose curve; as a rule, active = well fitted curve in the direction sought with a large enough effect; inconclusive = small, poorly fitted or top-dose-only effect, or another doubt; inactive = no such curve, though single readings can be large; an effect the other way counts as inactive or inconclusive.

| mol | D3 antag | FUS yeast rescue | Abeta rescue | TDP43 rescue | pAkt inh | aSyn rescue | GLP-1R inv ag | GLP-1R agonist | PTHR1 ag |
| --- | --- | --- | --- | --- | --- | --- | --- | --- | --- |
| CCOc1ccc(CN(CC)C(=O)c2ccc3c(c2)[nH]c(=O)c(=O)n3CC)cc1OC | 0.7 | -9.9% | -7.0% | 23.3% | i | 2.8% | 45.4%[activator] | 15.0% | i |
| O=[N+]([O-])c1cccnc1N1CCCCC1 | 1.2 | -6.6% | 17.3% | 19.7% | i | -1.7% | 8.4% | -10.6% | -4.7%[57.5 µM] |
| O=C(NCCCCCCNC(=O)C1CCCC1)C1CCCC1 | -17.2 | 7.4% | 0.2% | 22.2% | i | -7.2% | -3.3% | -1.9% | i |
| Cc1ccc(N2CCN(S(=O)(=O)c3ccc(Cl)s3)CC2C)cc1 (configuration not stated) | -14.0 | 9.5% | -67.0%[inhibitor] | -10.4% | i | 12.1% | u | -3.5% | -16.0% |
| C/C(=N/NC(=O)c1ccc(Br)o1)c1ccc(C)o1 | -7.9 | x | 0.5% | 22.3% | i | 1.3% | 15.5% | 3.9% | -18.4% |
| COc1ccc(NC(=O)C2CCCN(S(=O)(=O)c3ccc4c(c3)oc(=O)n4C)C2)cc1OC (configuration not stated) | -4.5 | -1.5% | -5.0% | 0.0% | i | -8.3% | -15.5% | -2.5% | i |
| Cc1cc(N/N=C/c2ccccc2)nc(NCc2ccccc2)n1 | 12.4 | x | 0.0% | 0.0% | i | -6.4% | u | -6.3% | i |
| O=[N+]([O-])c1ccccc1CSc1nnc2ccccn12 | 8.7 | 13.1% | -7.3% | 17.4%[9.22 µM] | i | 3.3% | -10.9%[7.66 µM] | 4.0% | -8.2% |
| CCOC(=O)C(C)Nc1ncnc2onc(C)c12 (configuration not stated) | x | -18.9% | -9.9% | 7.8% | x | x | 1.0% | x | -14.7% |
| Cc1ccc(C)c(OC(=O)CSc2nnc(-c3ccc4c(c3)OCO4)o2)c1 | x | -17.2% | 11.4% | 13.3% | x | x | 11.1% | x | i |
| CO[C@@]1(NC(=O)Cc2cccs2)C(=O)N2C(C(=O)O)=C(COC(N)=O)CS[C@@H]21 | -8.8 | -3.7% | -15.8% | u | x | 6.6% | 9.7% | -1.6%&0.7% | -7.9% |
| O=C(NCCNC(=O)c1cc(OCC(F)(F)F)ccc1OCC(F)(F)F)Nc1ccc(Cl)cc1 | 18.3 | 20.5% | -21.6% | 17.1% | i | -4.3% | -8.5% | 1.9% | i |
| CC(C)OCCCNC(=O)c1ccncc1 | -18.5 | -5.9% | 7.4% | -9.6% | i | -0.6% | 9.0% | -6.8% | i |
| COc1cccc(-c2nc3c(C#N)c[nH]n3c2NC2CCCCC2)c1 | x | -12.6% | -17.1% | 8.1%[9.22 µM] | x | x | 19.0% | x | -19.9% |
| CCOC(=O)N1CCN(Cc2cc(=O)oc3cc4c(cc23)CCC4)CC1 | -4.1 | 15.4% | 7.3% | 10.7% | i | 2.0% | -22.5% | 16.5% | -42.8%[inhibitor][57.5 µM] |
| Cc1cc(/C=C2\SC(=Nc3ccc(N4CCOCC4)cc3)N(C)C2=O)c(C)n1-c1cccnc1 | 13.4 | 14.6% | 4.8% | 3.8% | i | 1.6% | 46.0%[activator] | 9.3% | i |
| O=C(CCNC(=O)c1ccc([N+](=O)[O-])cc1)NC1CCCc2ccccc21 (configuration not stated) | -26.2 | 3.0% | -5.7% | 0.6% | i | -1.6% | u | 4.4% | -10.1% |
| O=C(CSc1nc2nc(-c3cccs3)cc(C(F)(F)F)c2c(=O)[nH]1)Nc1ccc(F)c(F)c1 | 3.3 | 8.3% | -4.2% | -1.5% | i | -0.3% | -23.4% | 6.0% | -32.2%[inhibitor] |
| O=C(CNC1CCN(Cc2ccccc2)CC1)Nc1ccc(S(=O)(=O)N2CCCCC2)cc1 | -81.7* | 4.3% | 1.5% | 5.6% | i | 0.4% | -11.5% | 1.9% | i |
| Cc1cc(O)ccc1NC(=O)CCN1C(=O)c2ccc([N+](=O)[O-])cc2C1=O | 4.4 | x | 14.5% | -2.4% | i | -8.7% | 6.2% | -3.0% | i |
| CCOC(=O)C1=C(C)N(CCCC(=O)O)C(=O)NC1C(CC)CC (configuration not stated) | 0.0 | -16.7% | -0.7% | 19.2% | i | 4.3% | 3.1% | 2.3% | -2.3% |
| Cc1ccc(F)cc1C(=O)N1CCCCC1c1cc(C(=O)NCc2ccccc2)no1 (configuration not stated) | -18.7 | 25.9% | 2.7% | 0.0% | i | -0.4% | -5.6% | 2.5% | i |
| CCC(=O)N1CCc2cc(Br)cc(S(=O)(=O)N3CCN(c4ccc(C(C)=O)cc4)CC3)c21 | x | -11.3% | -7.2% | 13.2% | x | x | -0.4% | x | -1.5% |
| CCNC(=O)Nc1ccc(S(=O)(=O)Nc2cnc(C)nc2C)cc1 | 4.0 | 11.3% | 0.2% | -21.6% | i | -0.1% | 4.1% | 0.9% | i |
| CN(c1ccccc1C(=O)Nc1cccc(C(F)(F)F)c1)S(C)(=O)=O | -21.9 | -19.4% | -7.1% | -8.6% | i | 0.8% | -8.2% | 4.9% | -9.5% |

2 entries drawn at random from the list so far:
| mol | D3 antag | FUS yeast rescue | Abeta rescue | TDP43 rescue | pAkt inh | aSyn rescue | GLP-1R inv ag | GLP-1R agonist | PTHR1 ag |
| --- | --- | --- | --- | --- | --- | --- | --- | --- | --- |
| CO[C@@]1(NC(=O)Cc2cccs2)C(=O)N2C(C(=O)O)=C(COC(N)=O)CS[C@@H]21 | -8.8 | -3.7% | -15.8% | u | x | 6.6% | 9.7% | -1.6%&0.7% | -7.9% |
| C/C(=N/NC(=O)c1ccc(Br)o1)c1ccc(C)o1 | -7.9 | x | 0.5% | 22.3% | i | 1.3% | 15.5% | 3.9% | -18.4% |

New compounds follow
| mol | D3 antag | FUS yeast rescue | Abeta rescue | TDP43 rescue | pAkt inh | aSyn rescue | GLP-1R inv ag | GLP-1R agonist | PTHR1 ag |
| --- | --- | --- | --- | --- | --- | --- | --- | --- | --- |
| COc1cccc(-c2noc(CCCC(=O)N3CCOCC3)n2)c1 | 25.7 | -8.9% | -17.6% | 13.2% | i | -1.1% | 13.5% | -1.9% | i |
| Cc1ccc(NC(=O)CSc2nnc(NC(=O)c3ccc(S(=O)(=O)N4CCOCC4)cc3)s2)cc1 | -17.0 | 15.8% | 1.7% | 15.1% | i | -1.2% | 15.7% | 1.1% | i |
| Cc1ccc2[nH]c3c(c2c1)CCCC3NCCO (configuration not stated) | -12.6 | 26.5% | 5.7% | -13.3% | i | 2.2% | 10µM* | -4.1% | -20.6% |
| COc1ccc(CNC(=O)CN2CCN(S(=O)(=O)c3ccccc3)CC2)cc1 | -0.4 | -4.0% | -3.2% | 11.6% | i | -6.3% | -9.7% | 12.3% | i |
| CC(C)(C)Nc1nc(Cl)nc(NCc2ccccc2)n1 | -12.5 | 12.7% | 23.3% | u | i | 16.3% | u | u | -3.7% |
| C#CCOC(=O)Nc1ccc(=O)n(Cc2c(Cl)cccc2Cl)c1 | -18.7 | 16.4% | 6.0% | -2.6% | x | x | -13.1% | -1.2% | -51.0%[inhibitor] |
| O=C(CCNC(=O)C1CCN(S(=O)(=O)c2ccccc2)CC1)NCc1ccncc1 | 20.7 | -20.8% | -2.5% | 9.1% | x | 1.0% | 12.4% | -0.7% | i |
| CSc1ccccc1NC(=O)CN(C)C(=O)CCc1c[nH]c2ccccc12 | 8.9 | 47.1% | -6.2% | -15.4% | i | -0.5% | 10.6% | 15.0% | i |
| O=C(/C=C/c1ccccc1)Nc1cccc(C(=O)NCCc2ccccc2)c1 | -2.7 | -18.7% | -11.8% | 1.0% | i | -1.3% | u | -2.7% | -43.3%[inhibitor] |
| CC1Cc2ccccc2N1Cc1cc(=O)n2ccsc2n1 (configuration not stated) | -19.8 | 26.0% | -3.7% | -7.2% | i | -0.5% | -13.0% | 10.1% | i |
| O=C(/C=C/c1ccc(Cl)cc1)OCC(=O)c1ccc[nH]1 | 3.5 | 7.4% | -19.0% | 22.0% | i | 0.9% | 2.4% | 4.3% | -6.7% |
| O=C(C[n+]1ccc(-c2nnc3n2CCC3)cc1)c1ccc(Cl)c(Cl)c1 | 0.0 | x | -5.0% | 8.9% | i | -3.6% | 16.5% | -2.0% | -21.2% |
| CCn1cc(C(=O)N2CCN(c3ccc(OC)cc3)CC2)c(=O)c2cc(S(=O)(=O)N3CCOCC3)ccc21 | 0.6 | 7.1%&1.4% | u | -4.9%&-20.1% | i | 1.7% | -22.8%&-3.4% | 4.9%&-2.5% | -93.7% |
| COc1cccc(NC(=O)CN(C)C(=O)c2cc(S(=O)(=O)N3CCCCC3)ccc2Cl)c1 | -3.7 | 9.4% | 16.6% | 21.8% | i | 1.2% | -6.4% | -4.4% | -45.3%[inhibitor] |
| Cc1cc(C(=O)N2CCN(c3ncccn3)CC2)nn1C | 15.1 | 3.5% | -4.4% | -15.8% | i | -9.3% | 3.2% | -1.2% | -12.1% |
| NC(=O)C1CCN(C(=O)CN2CCc3ccccc32)CC1 | 0.0 | u | -2.0% | -2.6% | i | -9.4% | -3.6% | -1.2% | i |
| COc1ccc(C(=S)N2CCN(S(=O)(=O)c3ccccc3)CC2)cc1 | 9.1 | 11.3% | 15.5% | u | x | 0.6% | -7.4% | -6.9% | -32.7%[inhibitor] |
| O=C(O)c1ccc(Cn2cc(Cl)cn2)cc1 | 6.1 | -9.7% | -6.3% | 3.0% | i | 4.1% | -8.3% | -5.9% | -5.0% |
| CC(C)(C)C(=O)Cn1c(=O)n(-c2ccc(Cl)cc2)c(=O)c2c3c(sc21)CCCC3 | x | -31.1% | -1.9% | 13.8% | x | x | 14.3% | 0.0% | -42.6% |

The list is partial, so the mix of outcomes need not match the whole.
